# Bioassay records from PubChem BioAssay.
# D1 ag – Allosteric Agonists of the Human D1 Dopamine Receptor: qHTS | activation, % at 2 µM | HEK293 T-REx D1 cells, calcium flux, agonist mode | hit rate 1% among 360,000 | D(1A) dopamine receptor (Homo sapiens), P21728; in the data active means activation above about 30%; further: 0% is about no effect
# Target sequence (P21728 whole entry, looked up): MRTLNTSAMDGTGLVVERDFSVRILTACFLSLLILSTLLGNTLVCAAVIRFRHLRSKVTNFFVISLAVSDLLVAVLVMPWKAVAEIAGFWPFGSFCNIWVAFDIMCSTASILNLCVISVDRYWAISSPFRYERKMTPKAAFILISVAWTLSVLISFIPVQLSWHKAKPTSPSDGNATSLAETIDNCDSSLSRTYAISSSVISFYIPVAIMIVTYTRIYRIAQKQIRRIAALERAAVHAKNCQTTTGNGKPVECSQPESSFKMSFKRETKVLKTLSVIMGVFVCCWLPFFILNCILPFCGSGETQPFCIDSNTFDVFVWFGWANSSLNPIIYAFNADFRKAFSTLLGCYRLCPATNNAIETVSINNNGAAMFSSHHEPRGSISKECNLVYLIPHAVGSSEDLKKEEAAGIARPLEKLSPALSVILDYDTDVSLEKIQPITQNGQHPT
#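 Tetracycline-induced HEK293 TREx D1 cells, force-coupled to calcium signalling, were dye-loaded with a no-wash calcium kit. Compound was pin-added after a 10 s baseline. Fluorescence was read kinetically at 1 cycle/s for 180 s, with calcium rises flagged as agonism.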
# RXFP1 agonist – qHTS Assay for Agonists of the Relaxin Receptor RXFP1; Relaxin receptor 1 (Homo sapiens), Q9HBX9; HEK293T-RXFP1 cAMP TR-FRET, 30 min; response scale: percent of porcine relaxin response, buffer zero; Potency, µM (series often up to 57.5 µM), for inactives: top-dose activation, usual class: activators; hit rate 0.3% among 370,000; AID 2676, 2010; active means well fitted activation curve with a large enough effect; inconclusive means small, poorly fitted or top-dose-only effect; further: potency means the concentration at half of the fitted maximal effect; on the % scale 0 is the no-effect control and ±100 the full control effect; nearly all actives have a fitted effect of over 60% in size; many of its hits are not listed in these tables
#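 cAMP rise read by TR-FRET after 30 min, 37C compound exposure (up to 58 uM) in RXFP1-transfected HEK293 cells with Ro 20174 present. EC50 from Hill-equation fits, with 29 nM porcine relaxin as 100% and buffer as basal.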
# D2 antag – HTS Assay for Allosteric Antagonists of the Human D2 Dopamine Receptor: Primary Screen for Antagonists; hit rate 2% among 340,000; D(2) dopamine receptor (Homo sapiens), P14416; inhibition, % at 10 µM; HEK293 TREx D2 cells, calcium flux, dopamine EC80; in the data active means inhibition above about 30%; further: 0% is about no effect
#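 Cells plated overnight at 30 C with tetracycline; no-wash calcium dye, 30–90 min RT; 10 s baseline; compound pinned; 180 s read; EC80 dopamine added; another 180 s read.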
# RXFP1 antag – qHTS Assay for Antagonists of the Relaxin Receptor RXFP1; Relaxin receptor 1 (Homo sapiens), Q9HBX9; hit rate 0.59% among 350,000; HEK293-RXFP1, relaxin-stimulated cAMP HTRF, 30 min; active compounds read low; activity change, negative = inhibition, % at 57.5 µM; AID 1259400, 2018;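 active means activity change of -60% or lower, but not beyond a set lower limit; inconclusive means change between -60% and -40%, or beyond the set limit; inactive means change above -40%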; further: on the % scale 0 is the no-effect control and ±100 the full control effect
# TRHR PAM – qHTS for Small Molecule Agonists and Allosteric Enhancers of Human TRH Receptor: Primary Screen for Enhancers; Thyrotropin-releasing hormone receptor (Homo sapiens), P34981; hit rate 0.66% among 360,000; AID 493056, 2011; TRHR cells, fluo-8 calcium fluorescence, EC20 TRH enhancement; enhancement, % at 2 µM; in the data active means enhancement above about 30%; further: 0% is about no effect
# Target sequence (P34981 whole entry, looked up): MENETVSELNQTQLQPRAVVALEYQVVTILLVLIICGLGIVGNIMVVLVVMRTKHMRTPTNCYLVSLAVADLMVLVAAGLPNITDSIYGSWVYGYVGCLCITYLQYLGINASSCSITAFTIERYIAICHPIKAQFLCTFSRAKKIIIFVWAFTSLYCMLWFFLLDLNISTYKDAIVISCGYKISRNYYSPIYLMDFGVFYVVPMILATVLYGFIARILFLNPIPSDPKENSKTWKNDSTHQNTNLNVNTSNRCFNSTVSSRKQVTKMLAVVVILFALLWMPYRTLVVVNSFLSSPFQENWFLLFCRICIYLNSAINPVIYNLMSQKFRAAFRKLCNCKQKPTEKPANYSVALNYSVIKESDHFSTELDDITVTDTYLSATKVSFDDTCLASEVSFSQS
#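 TRHR-expressing cells loaded with fluo-8 calcium dye were read kinetically (ex 480/em 530) during compound addition, then stimulated with an EC20 of TRH (10 nM final). Enhancement of the Gq-mediated intracellular calcium response was scored.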
# D2 agonist – HTS Assay for Allosteric Agonists of the Human D2 Dopamine Receptor: Primary Screen for Agonists; D(2) dopamine receptor (Homo sapiens), P14416; HEK293 T-REx D2 cells, calcium flux agonist mode; activation, % at 2 µM; hit rate 0.53% among 340,000;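 active means activation over 3 SD above normal in the single-dose calcium agonist read, cut at about 30% in these data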; further: 0% is about no effect
#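 In this primary screen, compounds producing a positive calcium signal within 180 s of addition to tetracycline-induced, force-coupled HEK293 Trex D2 cells are flagged; cells are dye-loaded with a no-wash calcium kit beforehand.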
# D1 antagonist – Antagonist of Human D 1 Dopamine Receptor: qHTS. D(1A) dopamine receptor (Homo sapiens), P21728. HEK293 TREx D1 cells, calcium flux, dopamine EC80; active compounds read low. activity change, negative = inhibition, % at 10 µM. hit rate 3.2% among 360,000. AID 504652, 2011; in the data active means activity change below about -30%; further: on the % scale 0 is the no-effect control and ±100 the full control effect
#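 Using tetracycline-induced force-coupled D1 Hek293 cells and a calcium dye, signals were followed for 180 s after compound, then for 180 s after EC80 dopamine, to detect inhibitors.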
# D2 PAM – HTS Assay for Positive Allosteric Modulators of the Human D2 Dopamine Receptor: Primary Screen for Potentiators; HEK293 T-REx D2, calcium flux, EC20 dopamine potentiation; potentiation, % at 10 µM; hit rate 0.34% among 340,000;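 active means potentiation over 3 SD above the plate norm, cut at about 30% in these data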; further: 0% is about no effect
#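 Potentiation of an EC20 dopamine calcium response measured kinetically over 180 s, after a preceding 180 s compound-only read flagging agonists. Cells: inducible Hek293 Trex D2 line, 4000/well, cultured overnight at 30 C before dye loading.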
# D1 potentiator – Potentiators of Human D1 Dopamine Receptor: qHTS | hit rate 0.036% among 360,000 | D(1A) dopamine receptor (Homo sapiens), P21728 | potentiation, % at 10 µM | HEK293 TREx D1 cells, calcium flux, dopamine EC20 potentiation; in the data active means potentiation above about 30%; further: 0% is about no effect
# Starred values were filed as active, the others as inactive; ? = inconclusive; · = not tested or not shown; & = joins results of further samples.
SMILES,D1 ag,RXFP1 agonist,D2 antag,RXFP1 antag,TRHR PAM,D2 agonist,D1 antagonist,D2 PAM,D1 potentiator
Cc1ccn(CC(=O)N2CCCC(N3CCN(Cc4ccc5c(c4)OCO5)CC3)C2)n1 (stereo not drawn),0,2.5%,-2,-3,5,-0.6,-9,-1,8
COc1ccc2nc(SCC(=O)NC3CCCCC3)[nH]c2c1,0,-0.3%,-2,-12,0,-0.2,-6,4,4
CCCN(CCC)C(=O)CSc1nc2ccccc2c(=O)n1C1CCCC1,1,0.0%,-1,?,-6,0.6,9,-5,-1
O=C1CCCc2c1cc(C(=O)NC1CCSC1=O)c(=O)n2-c1ccccc1 (stereo not drawn),18,-0.9%,11,-10,-6,0.3,-12,11,5
Cc1ccc(C)c(NC(=O)COc2cccc3c2CCN(Cc2ccccc2C)C3=O)c1,4,0.8%,2,-7,-1,-1.0,10,-2,-4
CCOC(=O)C1CCCN(C(=O)C2CCN(S(=O)(=O)c3cccs3)CC2)C1 (stereo not drawn),1,-0.2%,-10,-6,9,-0.5,-17,21,-2
CN(Cc1cccc(Cl)c1)C(=O)C1CCC(=O)N(C2CC2)C1 (stereo not drawn),0,5.2%,·,3,-5,·,-20,·,-6
CCN(CC)C(=O)CC(c1ccc(F)cc1)c1ccc(OC(C)C)cc1 (stereo not drawn),0,0.1%,-8,·,1,-0.9,-4,-8,-5
O=C(NCCc1csc(-c2cccnc2)n1)c1cccc(Cl)c1,7&4,1.2%&2.0%,1,10,-3&-2,0.1&-2.0,-24&-23,10&-3,-9&-2
Cc1cccc2cc(CN(Cc3cccs3)C3(c4nnnn4C4CCCC4)CCCC3)c(=O)[nH]c12,1,0.0%,77*,-3,2,0.6,7,7,-7
CSc1ncc(Cl)c(C(=O)Nc2ccccc2Br)n1,3,-1.9%,9,-5,1,-0.3,8,9,1
CC(=O)c1c(C)[nH]c(C(=O)NC2CCCCC2)c1C,1,-1.1%,-5,1,-10,1.4,-15,-15,-7
Cc1ccc(C)c(S(=O)(=O)N2CCN(C(=O)Cn3[nH]c(=O)c4ccccc4c3=O)CC2)c1,0,1.4%,-14,2,10,-0.3,0,18,-5
O=C(Nc1ccc(F)cc1)c1cc(S(=O)(=O)Nc2ccc(F)cc2)cs1,10,-0.1%,20,-7,-2,0.2,-26,-4,6
Cc1cccc(OCCCC(=O)Nc2ccc(Br)cc2)c1,1,0.2%,15,-9,-3,-0.3,3,-6,-7
CC1=C(C(=O)NCCc2ccc(C)cc2)C2(CCC(C)CC2)OC1=O (stereo not drawn),0,0.0%,3,0,-4,-0.1,-17,1,-5
O=S(=O)(Nc1ccc(-c2ccc(N3CCCCCC3)nn2)cc1)c1ccc(C(F)(F)F)cc1,4,-1.3%,·,-35,1,0.5,14,4,2
O=C(Cc1ccccc1)Nc1cccc(C(=O)O)c1O,2,3.0%,10,3,4,0.5,5,-3,2
Cn1ccs/c1=N\C(=O)Nc1cccc(Cl)c1,0,-0.6%,7,-12,-3,0.2,-8,-8,0
Cc1ccc(C(C)C)c(OCc2ccc(C(=O)N/N=C/c3ccc(O)cc3O)cc2)c1,1,0.0%,-4,-15,-9,0.4,3,6,-6
Cc1cccc(CNC(=O)c2ccc(-c3nc(CS(=O)(=O)c4ccccc4)c(C)o3)cc2)c1,11,0.7%,·,-8,1,0.3,-24,6,-3
Cc1ccc(-n2nc(C)c3c(C)cc(=O)n(CC(=O)NC(C)C)c32)cc1,0,?,·,-3,-2,-0.5,1,-5,-6
O=S(=O)(c1ccc(F)c(Cl)c1)N1CCN(C/C=C/c2ccccc2)CC1,17,0.7%,6,-5,8,3.9,-23,14,6
CC(C)(C)C(=O)Nc1ccc2nc(SCC(=O)N3CCOCC3)sc2c1,-1,0.5%,·,-12,5,·,0,-10,2
CCCCC1(Br)C(=O)N(c2ccccc2)N(c2ccccc2)C1=O,3,1.1%,-25,4,14,-0.2,-5,-2,-5
SMILES,D1 ag,RXFP1 agonist,D2 antag,RXFP1 antag,TRHR PAM,D2 agonist,D1 antagonist,D2 PAM,D1 potentiator
Cc1cc(NC(=O)c2cccnc2)ccc1NC(=O)c1ccco1,1,0.0%,10,10,-6,0.7,4,-1,-1
CCCn1c(C)cc(/C=C(\C#N)C(=O)O)c1C,2,0.9%,-1,-8,1,0.3,-12,-6,-2
CC(=O)Nc1ccc(S(=O)(=O)NC2CC(=O)N(c3ccc(C)c(C)c3)C2)cc1 (stereo not drawn),0,0.4%,·,-20,2,·,-20,·,-9
COc1ccc([C@H]2CC(=O)C=C(c3ccc(Cl)c(C(F)(F)F)c3)C2)cc1OC,0,-0.1%,8,·,10,0.3,20,7,3
CC(C)Oc1ccc(C2C(C#N)=C(N)Oc3c2oc(CO)cc3=O)cc1 (stereo not drawn),2,1.8%,-6,-14,-1,0.6,12,-3,3
COc1ccc(C2CCCN2C(=O)Nc2ccc(F)cc2)cc1OC (stereo not drawn),-1,5.3%,13,·,-6,0.4,0,4,-2
O=C(Nc1nc2c(s1)CCCC2)c1cc(-c2ccncc2)nc2ccccc12,1,4.5%,10,-16,6,-0.4,0,-1,-4
COCC(=O)N/N=C\c1cccc(OC)c1OC/C=C/c1ccccc1,7,-0.3%,-5,-1,1,-1.3,-5,-10,1
Cc1[nH]n(C(N)=S)c(=O)c1N=Nc1cc(C(F)(F)F)ccc1Cl,7,-3.4%,-1,1,13,2.3,6,14,-4
COc1ccc(CCNC(=O)c2ccc3c(=O)n(Cc4ccco4)c(=S)[nH]c3c2)cc1OC,2,1.3%,-14,3,-10,-0.1,-16,12,-1
NC(=O)c1sc2nc(-c3ccco3)ccc2c1N,2,10%,4,-4,5,-0.3,-1,-2,-4
COc1cc(C(=O)OC(C)CN2C(C)CCCC2C)cc(OC)c1OC (stereo not drawn),2,1.2%,-12,-2,-3,-0.1,-12,-1,-3
O=C(COC(=O)c1ccccc1F)Nc1ccc2c(c1)OCCO2,2,-0.1%,-9,-4,12,0.2,-7,2,2
O=C(Nc1nc(-c2ccc(F)c(F)c2)cs1)C1=COCCO1,2,-0.4%,-16,-24,9,0.0,-9,19,6
CC(C)CN(CCCNC(=O)CN1C(=O)COc2ccc(S(=O)(=O)N3CCCC3)cc21)CC(C)C,1,0.0%,12,1,2,-1.8,8,14,2
COc1ccccc1Nc1c2c(nc3ccccc13)CCC2,6,5.7%,-18,-7,2,0.1,-38*,13,-19
C=C(C)CN1CCN(S(=O)(=O)c2ccc(C)c(N(C)S(=O)(=O)c3ccc(C)cc3)c2C)CC1,4,0.6%,-5,6,0,-0.7,-3,-11,-7
O=C(CSc1nc(C(F)(F)F)cc(=O)[nH]1)Nc1ccc2c(c1)OCCO2,3,0.3%,-6,-18,-3,-1.1,4,12,3
COc1cc(OC)cc(N2C(=O)N(Cc3ccc(C(C)(C)C)cc3)c3ccccc3S2(=O)=O)c1,6,-0.1%,·,·,6,-0.6,-13,6,-1
NC(=O)Nc1n[nH]c(-c2ccccc2)n1,3,-0.6%,2,-14,-5,-0.2,-12,12,-6
O=C(c1cccc(S(=O)(=O)NCCOc2ccccc2)c1)N1CCN(c2ncccn2)CC1,6,0.5%,9,-3,-3,0.6,-12,2,1
COc1ccc(CC(NC(C)=O)C(=O)NC2CCN(C(=O)c3ccc([N+](=O)[O-])cc3)CC2)cc1OC (stereo not drawn),0,0.0%,-1,5,-3,-0.5,5,9,-1
COC(=O)c1ccc(-c2nc3ccc(C)cc3o2)cc1,3,2.2%,-5,7,-5,0.4,3,15,-5
COc1ccc(NC(=O)Nc2ccccc2)cc1S(=O)(=O)N1CCCCC1,7,0.2%,-23,-4,13,1.9,-3,-9,-2
CCOC(=O)c1c(S(=O)(=O)N2CCCC(C(=O)N3CCN(c4cc(C)ccc4C)CC3)C2)c(C)n(C)c1C (stereo not drawn),2,1.2%,·,-5,6,0.4,10,-9,0
SMILES,D1 ag,RXFP1 agonist,D2 antag,RXFP1 antag,TRHR PAM,D2 agonist,D1 antagonist,D2 PAM,D1 potentiator
Cc1cccc(NC(=O)N2CCN(Cc3ccc4c(c3)OCO4)CC2)c1C,3,0.3%,-10,7,-3,0.9,5,0,4
Cc1ccc(C(=O)N2CCN(Cc3ccc4c(c3)OCO4)CC2)cc1S(=O)(=O)N1CCOCC1,3,-1.6%,-4,-1,-3,6.9,9,-4,-2
CCOC(=O)N1CCN(C2CC(=O)N(c3ccc(Oc4ccccc4)cc3)C2=O)CC1 (stereo not drawn),8,-0.6%,1,4,24,0.6,-9,3,-3
Cc1ccc(O)c(NC(=O)C2=CC(c3ccco3)=NS(=O)(=O)N2C)c1,1&1,3.0%&-4.9%,2,-16,-2&0,-0.2&0.7,-17&-4,10&6,-7&0
COc1ccc(CN2C(=O)C(Cc3ccccc3)Nc3ncnc(N4CCOCC4)c32)cc1 (stereo not drawn),1,0.8%,-5,·,-4,-1.1,5,-8,-1
Nc1nc(-c2cccs2)c(-c2cccs2)s1,3,5.9%,12,0,1,-2.0,-5,6,1
CCOC(=O)C1CN(S(=O)(=O)c2cccs2)c2ccc(CC(=O)OC)cc2O1 (stereo not drawn),13,2.3%,5,5,-3,-1.0,11,19,24
Cc1nn(-c2ccccc2)c(C)c1C(=O)OCC(=O)N(C)c1ccccc1,1,1.3%,-6,2,11,0.1,-5,2,-2
CC(=O)c1cc(C#N)c(SCc2ccccc2)nc1C,4,1.5%,-9,6,-5,0.0,-13,-3,-2
CC(=O)c1cccc(N(CC(=O)Nc2cccnc2)S(C)(=O)=O)c1,4,0.5%,19,-16,-3,-0.1,7,6,1

# A second format for part of the listing above.
# Values in the order – D1 ag, RXFP1 agonist, D2 antag, RXFP1 antag, TRHR PAM, D2 agonist, D1 antagonist, D2 PAM, D1 potentiator
COc1ccc(NC(=O)Nc2ccccc2)cc1S(=O)(=O)N1CCCCC1
  7, 0.2%, -23, -4, 13, 1.9, -3, -9, -2
CCN(CC)C(=O)CC(c1ccc(F)cc1)c1ccc(OC(C)C)cc1 (stereo not drawn)
  0, 0.1%, -8, ·, 1, -0.9, -4, -8, -5
COc1ccc([C@H]2CC(=O)C=C(c3ccc(Cl)c(C(F)(F)F)c3)C2)cc1OC
  0, -0.1%, 8, ·, 10, 0.3, 20, 7, 3

# An excerpt; rates above refer to the full screens.
